Assay outcomes deposited in PubChem BioAssay by several laboratories.
Hck Nef HTS: blocks Nef-activated human Hck kinase; P08631; Recombinant Hck-YEEI plus Nef, Z-Lyte FRET kinase assay; inhibition, % at 20 µM; 220,000 tested, 0.68% active; AID 463187;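 active means Hck-Nef kinase inhibition above about 50%, limit read from the data; inactive means inhibition below that limit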;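 further: 0% = DMSO with Hck plus Nef and 100% = Hck alone without Nef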
Target sequence (P08631 whole entry, looked up): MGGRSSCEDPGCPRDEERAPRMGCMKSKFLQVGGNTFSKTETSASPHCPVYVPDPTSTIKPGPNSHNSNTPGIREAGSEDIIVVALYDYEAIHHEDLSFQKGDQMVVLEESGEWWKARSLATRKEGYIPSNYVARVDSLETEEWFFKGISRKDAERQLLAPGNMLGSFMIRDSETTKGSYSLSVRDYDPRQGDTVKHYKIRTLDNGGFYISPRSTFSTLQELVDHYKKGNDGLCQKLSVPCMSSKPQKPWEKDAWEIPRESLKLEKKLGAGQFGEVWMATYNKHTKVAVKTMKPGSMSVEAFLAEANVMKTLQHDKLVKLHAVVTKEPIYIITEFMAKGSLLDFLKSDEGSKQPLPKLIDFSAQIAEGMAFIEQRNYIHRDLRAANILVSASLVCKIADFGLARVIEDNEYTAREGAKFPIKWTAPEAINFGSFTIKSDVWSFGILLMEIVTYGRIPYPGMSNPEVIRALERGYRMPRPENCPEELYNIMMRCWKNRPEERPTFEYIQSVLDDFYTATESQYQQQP
EP2 mod: EP2 receptor (human) modulation; EP2-expressing cells, cAMP HTRF FRET, PGE2 co-stimulation; 260,000 tested, 0.83% active; induction, % at 25 µM;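 active means compounds whose cAMP rise, as percent of the full-agonist control response, exceeds 60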;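 further: rat C6 glioma line stably carrying human EP2 under a CMV promoter; the protocol text gives 20 µM as final concentration; 100% = response of wells given 1 µM PGE2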
Target sequence (P43116 whole entry, looked up): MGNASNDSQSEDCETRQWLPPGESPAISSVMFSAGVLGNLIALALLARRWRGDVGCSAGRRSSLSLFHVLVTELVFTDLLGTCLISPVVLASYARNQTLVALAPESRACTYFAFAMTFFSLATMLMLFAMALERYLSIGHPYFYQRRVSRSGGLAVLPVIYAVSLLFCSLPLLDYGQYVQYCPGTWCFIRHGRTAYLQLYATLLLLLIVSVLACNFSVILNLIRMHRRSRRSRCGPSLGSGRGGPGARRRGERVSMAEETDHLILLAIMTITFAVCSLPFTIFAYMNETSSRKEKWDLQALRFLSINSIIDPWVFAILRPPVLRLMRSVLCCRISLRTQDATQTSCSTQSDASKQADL
TbHK1 inh: T. brucei hexokinase 1 inhibition; recombinant TbHK1, G6PDH-coupled NADH A340; inhibition, % at 10 µM; 220,000 tested, 0.11% active;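 active means inhibition of 50% or more in the single-dose primary screen; inactive means inhibition below 50%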
14-3-3 Bad inh: disrupts binding of bovine 14-3-3 zeta to phospho-Bad peptide; 220,000 tested, 0.71% active; AID 781; TR-FRET 14-3-3zeta/Dy647-pBad peptide displacement, 1 h; inhibition, % at 21.7 µM; P63103;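 active means inhibition above about 70%, limit read from the data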;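 further: 0% = full 14-3-3 plus peptide FRET controls and 100% = background without 14-3-3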
EP2 antag: blocks the human prostaglandin E2 receptor EP2 | C6 glioma cells expressing human EP2, cAMP TR-FRET; cells stimulated with saturating PGE2 | inhibition, % at 25 µM | 260,000 tested, 0.52% active;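 active means percent inhibition above 40 after rounding to a whole number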;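 further: rat C6 glioma host cells with rolipram phosphodiesterase inhibitor present; the protocol text gives 20 µM as final concentration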
Calpain2 inh: blocks pig calpain II enzyme activity | purified calpain II, fluorogenic peptide substrate, 30 min | inhibition, % at 16 µM | 220,000 tested, 0.37% active;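 active means inhibition above about 50%, limit read from the data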
Rad51 HR inh: Rad51 (human) homologous recombination inhibition; hRad51 DNA strand exchange, fluorescence dequenching; 200,000 tested, 0.085% active; inhibition, % at 10 µM; Q06609;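 active means inhibition above 40% at the single screening dose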;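 further: 0% = DMSO control wells and 100% = blanks with heterologous ssDNA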
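Read-out basis: percent inhibition relative to plate controls and blanks / Assay system: human Rad51 nucleoprotein filaments preassembled on unlabelled ssDNA / Timing: filaments 15 min 37 °C, then compound 30 min / Control set: per-plate controls and blanks / Technique: fluorescence dequenching at 485/520 nm / Compound: 10 µM final, single point / Also added: Fluorescein- and BHQ1-tagged 47-mer duplex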
zVAD death inh: blocks zVAD induced death of L929 cells. L929 zVAD necroptosis rescue, ATP luminescence, 24 h; with zVAD 60 µM. viability rescue, % at 10 µM. 220,000 tested, 0.38% active. AID 1377;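 active means activation, scaled between plate controls, above about 75%, limit read from the data; inactive means activation under that limit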;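 further: 0% = zVAD with DMSO and 100% = DMSO alone without zVAD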
eIF4E 4G PPI: inhibitors of eIF4E and eIF4G interaction in translation initiation; P63073+Q04637; TR-FRET eIF4E-eIF4GI(517-606) binding, 2 h; inhibition, % at 21.7 µM; 220,000 tested, 0.37% active;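 active means inhibition above about 30%, limit read from the data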;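 further: 0% = full FRET control wells and 100% = background wells lacking eIF4GI fragment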
* marks the source's active call; other numbers are inactive results; i = inactive; / = no result given; [ ] = remark or other dose.

Order of results – Hck Nef HTS, EP2 mod, TbHK1 inh, 14-3-3 Bad inh, EP2 antag, Calpain2 inh, Rad51 HR inh, zVAD death inh, eIF4E 4G PPI
> Cn1cnnc1SCC(=O)Nc1ccc(Cl)c(S(=O)(=O)N2CCOCC2)c1
    -1, -9, -5, -5, 9, 15, -2, -0.1, 1
> O=C(CSc1ccc2nnc(-c3ccccc3)n2n1)NCC1CCCO1 (stereo not given)
    15, 20, 2, 3, 10, -100, 2, -0.6, 5
> O=C1c2ccccc2NC(c2ccccc2)N1Cc1ccco1 (stereo not given)
    -1, 32, 0, -5, /, i, /, 0.3, 6
> CC(=O)c1cccc(OCC(=O)c2cc(C)n(-c3cc(C)on3)c2C)c1
    0, -20, 2, 8, 18, -27, -1, -0.4, -1
> Cc1nn2c(-n3ccnc3)c3c(nc2c1-c1ccccc1)CCC3
    2, 1, -9, -5, 2, 3, 5, 1.9, 3
> CCOC(=O)c1[nH]c2ccc(Br)cc2c1NC(=O)CCN1CCC(C)CC1
    -2, -26, -7, 4, 5, -3, -2, -0.6, -3
> Oc1cccc(C(Nc2nccs2)c2ccc3cccnc3c2O)c1 (stereo not given)
    -26, 11, 6, -4, 6, 18, -2, 53, 5
> c1csc(COc2ccccc2CNC2CCCCC2)c1
    1, 5, 6, 2, 6, 16, -15, 1.1, 1
> COc1ccccc1-n1c(=O)c(C#N)c(-c2ccc([N+](=O)[O-])cc2)c2cc(C(=O)c3ccccc3O)cnc21
    33, 21, -26, 4, 5, -63, /, -1.3, -9
> COc1ccc(NC(=O)CNS(=O)(=O)c2cccc3nonc23)c(OC)c1
    1, 0, -3, -1, 10, 13, -5, 4.0, 1
> Cc1ccc(C)c(N2CCN(c3cnn(-c4nc5ccccc5s4)c(=O)c3Cl)CC2)c1
    6, 26, -6, 0, 6, -25, 5, 1.7, 3
> CSc1ccc(C#N)cc1NC(=O)c1ccccc1C
    11, -3, -5, 0, 6, 24, -2, 1.9, 0
> CC(=O)c1ccc(NC(=S)N2c3ccccc3CC2C)cc1 (stereo not given)
    31, -62, -26, -2, 5, 40, 10, 0.8, 3
> Cc1nc2cc(Cl)c([N+](=O)[O-])cc2s1
    13, -14, -9, -6, 4, -15, -18, 1.0, 2
> COc1nccc(-c2ccc(F)cc2)c1C#N
    23, 16, 3, -13, 5, -29, -1, 3.1, -1
> COc1ccc([C@H]2[C@@H](C#N)[C@H](C#N)N3CCCN23)cc1
    16, 11, -4, -5[fluorescence artefact?], 7, -19, 2, -0.5, -1
> CC(C)(C)c1ccc(C(=O)N2CCN(CCNC(=O)C(=O)NCc3ccccc3)CC2)cc1
    2, 16, -4, 10, 11, 17, /, 0.4, 6
> C#CCOC(=O)C1C2C=CC(C2)C1C(=O)O (stereo not given)
    -1, 22, 1, 2, 10, -3, -1, 0.9, 8
> COc1ccc(C2=NO[C@@H]3C(=O)N(c4c(C)cccc4C)C(=O)[C@H]23)cc1OC
    0, 4, -1, 3, 2, 5, -8, 1.1, -4
> COc1ccc(OC)c(-c2[nH]nc3c2C(c2ccco2)C(C#N)=C(N)O3)c1 (stereo not given)
    11, -3, -14, -13, 21, -74, -5, -0.8, -4
> Cc1ccc(C(=O)NCCCNCCCNC(=O)c2ccc(C)nc2)cn1
    0, 2, 10, 9, 11, -11, -1, 0.2, 6[fluorescence artefact?]
> Cc1nn(-c2ccccc2)nc1CNC(=O)CC(C)(C)C
    2, 2, -5, 1, 24, 8, -8, 0.5, 3
> N/C(Cn1cncn1)=N\OC(=O)c1ccc(Cl)cc1Cl
    19, 7, 3, -17, 9, -18, -17, 2.2, 3
> CCOC(=O)c1oc2ccccc2c1CN1CCN(C)CC1
    -8, 26, 9, 51, 23, -13, -5, -0.3, -1
> O=C(NNC(=S)NCC1CCCO1)c1cccc(S(=O)(=O)N2CCOCC2)c1 (stereo not given)
    6, 26, -12, -25, 5, -12, -2, 3.9, 7
> COc1ccc(S(=O)(=O)Cc2ccc(C(=O)NC(C)C)o2)cc1
    26, 0, -2, -9, 3, 12, 2, 1.1, -3
> O=C(CN1C(=O)/C(=C/c2ccccc2F)Sc2ccccc21)N1CCN(c2ccccn2)CC1
    14, 44, -1, -5, 3, 29, 16, -1.4, 0
> Cc1nc2cc(NC(=O)Nc3cccc(F)c3)ccc2n1C
    -3, 4, 2, -7, 6, -4, 2, 0.5, -6
> Cn1c(=O)c2c(O)c(Cc3ccccc3)c(=O)[nH]c2n(C)c1=O
    2, 18, 0, -3, 11, 13, /, -0.3, 3
> COC(=O)c1c(C)[nH]c(C=Nc2ccc(OC)cc2)c1C
    -5, 21, -4, 4, 3, 1, 23, -0.1, 0
> CSc1nnc(CCCCCNC(=O)OC(C)(C)C)o1
    0, -2, -2, 0, 10, 19, -6, -0.2, 2
> Cc1c(Cc2ccccc2)c(=O)oc2c(CN(C)C)c(O)c(Cl)cc12
    116*, 7, -21, 21, 6, -359, 5, 0.3, 5
> CS(=O)(=O)c1ccc2nc(NC(=O)CCC(=O)c3cccs3)sc2c1
    3, -19, -1, 3, 13, -212, -5, 1.2, -9
> COc1ccc(NC(=O)CC2CC3CCC2C3)cn1 (stereo not given)
    22, -26, -1, -9, 5, -7, 4, -0.5, 5
> COc1cc2[nH]c(=O)n(CCC(=O)NC3CCCC3)c(=O)c2cc1OC
    0, -14, -4, 10, 13, -30, 0, 1.9, 6
> COC(=O)c1ccc(CN2CCCC(CCC(=O)NCc3ccc(C)o3)C2)cc1 (stereo not given)
    16, 21, -4, -11, 7, -44, 1, -0.5, -7
> COc1ccc(-c2nnnn2C)cc1S(=O)(=O)NCc1ccccc1
    7, -1, 5, 5, 7, -29, -3, 0.3, 2
> CC(=O)NC1(c2ccccc2)CCN(Cc2nnnn2C(C)(C)C)CC1
    0, 1, 2, -5, 8, 21, 4, 0.9, 1
> CC(/C=N/NC(=O)c1cccc([N+](=O)[O-])c1)=C\c1ccccc1
    -1, -5, -4, -3, 4, -1, 8, 0.7, -4
> COc1ccc(-n2c(SCC(=O)Nc3sc4c(c3C#N)CCCC4)nnc2-c2ccccc2OC)cc1
    6, 7, -5, 5, 19, -97, -1, 0.7, 0
> COc1ccc(CNc2oc(-c3ccccc3)nc2C#N)cc1
    1, -12, -2, -2[fluorescence artefact?], 7, -206, -9, 1.6, -3[fluorescence artefact?]
> Cc1ccc(C(=O)C(OC(=O)CCC(=O)Nc2cccc(C)c2)c2ccccc2)cc1 (stereo not given)
    -1, 4, -9, -6, 10, -13, -3, -0.1, 2
> Cc1ccc(/C=C2\SC(=S)N(C(Cc3ccccc3)C(=O)O)C2=O)cc1 (stereo not given)
    12, 1, 39, -13, 7, -12, -2, 0.6, -1
> Nc1nnc(SCC(=O)OCC(=O)c2ccccc2Br)s1
    13, 7, 1, 1, 1, 2, -1, 0.4, -7
> Cc1ccc(SC(C)C(=O)Nc2cccnc2)cc1 (stereo not given)
    1, -9, 2, -1, 3, -23, 6, 0.5, 5
> COc1cc(NC(=O)c2cccc(COCC(F)(F)C(F)F)c2)cc(OC)c1OC
    1, -12, 5, -5, 3, 5, 2, 1.0, 4
> Cc1ccnc2nc(C(=O)Nc3ccc4c(c3)OCO4)nn12
    1, -7, -15, -9[fluorescence artefact?], 8, 24, -3, -0.8, -6[fluorescence artefact?]
> CCOc1cc(/C=N/NC(=O)CN2CCOCC2)ccc1OCc1ccccc1
    1, 2, -10, -25, 11, -19, 2, 1.3, 6
> CCCCCn1c(=O)[nH]c2cc(C(=O)NCc3ccco3)ccc2c1=O
    1, 18, -5, -16[fluorescence artefact?], 11, -39, 9, -0.2, -7
> O=C(NCCN1CCOCC1)c1cc2cc([N+](=O)[O-])ccc2s1
    17, -22, 0, -9, 1, 16, -15, -0.6, 3
> Cc1onc(-c2c(Cl)cccc2Cl)c1C(=O)N=C(N)N1CCOCC1
    -3, -3, -12, -6, 13, -13, 8, 0.0, 3
> COC(=O)C(NC(=O)C(C)NC(=O)OCc1ccccc1)C(C)C (stereo not given)
    26, 1, -2, 4, 7, -15, /, 3.0, 3
> Cc1onc(-c2ccccc2)c1C(=O)Nc1ccc(S(=O)(=O)Nc2nccs2)cc1
    24, 42, -4, 4, 5, -22, 6, 0.3, -3
> CCOC(=O)N1CCN(S(=O)(=O)c2ccc(OCC(=O)OC)cc2)CC1
    -10, -7, 2, 2, 7, 3, 1, 2.7, -1
> Cn1c(=O)c2c(nc(CN3CCN(c4ccc(F)cc4)CC3)n2Cc2ccccc2F)n(C)c1=O
    5, 29, -9, 5, 13, -34, -5, 0.3, -1
> COc1ccccc1CNC(=O)c1cn(C)c2ccc(S(=O)(=O)N3CCCCC3)cc2c1=O
    20, 1, -4, -7, 9, -34, 11, 1.0, 0
> NC(=O)C1=C[C@@H](c2ccc(Br)cc2)C[C@@H](OCCCCO)O1
    -1, -6, -12, -2, 10, 19, 6, -0.7, 0
> Cc1nnc(SCC(=O)N(C)c2c(N)n(Cc3ccccc3)c(=O)[nH]c2=O)n1Cc1ccccc1
    21, 8, -6, 0, 6, 13, -2, 0.1, 4
> Nc1ccc(SC(F)(F)F)cc1C(=O)c1ccccc1
    1, 69*, 1, -2, /, -7, /, -0.4, 6
> N#CCC(=O)N/N=C/c1cccc(Oc2ccccc2)c1
    7, 41, 2, -6, 8, -15, 18, 1.7, 1

Individual results from the list.
Reading for COc1ccc(CNc2oc(-c3ccccc3)nc2C#N)cc1 in Rad51 HR inh: -9
Reading for Cc1onc(-c2c(Cl)cccc2Cl)c1C(=O)N=C(N)N1CCOCC1 in Calpain2 inh: -13
Reading for NC(=O)C1=C[C@@H](c2ccc(Br)cc2)C[C@@H](OCCCCO)O1 in Calpain2 inh: 19
Reading for N#CCC(=O)N/N=C/c1cccc(Oc2ccccc2)c1 in Rad51 HR inh: 18
Reading for Cc1nnc(SCC(=O)N(C)c2c(N)n(Cc3ccccc3)c(=O)[nH]c2=O)n1Cc1ccccc1 in Rad51 HR inh: -2

Further compounds follow:
Order of results – Hck Nef HTS, EP2 mod, TbHK1 inh, 14-3-3 Bad inh, EP2 antag, Calpain2 inh, Rad51 HR inh, zVAD death inh, eIF4E 4G PPI
> O=C(O)CCC(=O)N1CCN(c2ncccc2C(F)(F)F)CC1
    9, -19, -11, -17, 14, -22, 13, 0.7, -2
> COc1ccccc1NC(=O)Nc1nnc(C(C)C)s1
    0, 2, -3, 12, 3, 16, -10, 1.5, -2
> CCSc1ncnc2c1sc1nc3c(cc12)COC(C)(C)C3
    -1, 44, -8, 3, 5, -2, /, 0.6, 3
> COc1ccccc1NC(=O)COc1cc(C)nc(C(C)C)n1
    3, 37, 1, 7[fluorescence artefact?], 8, -15, 5, -0.7, 1[fluorescence artefact?]
> COCCOc1cc(NC(=O)c2sccc2Oc2ccc([N+](=O)[O-])cc2F)c(Cl)cc1Cl
    0, 30, -20, -13, 7, -103, -2, -0.6, 1
> COc1ccc(C(=O)ON=C2CCN(c3ccc([N+](=O)[O-])cc3)CC2)cc1
    2, 12, 0, -5, 5, -15, -9, 0.0, 5
> CCOC(=O)C1(Cc2ccc(OC)cc2)CCN(C(=O)CCn2ccc(C)n2)CC1
    15, 5, -3, -3, 5, -13, /, -0.7, 1
> CCOC(=O)C1CCCN(C(=O)C2c3ccccc3Oc3ccccc32)C1 (stereo not given)
    2, 1, 7, 5, 2, -31, -45, -0.2, 7
> Cc1ccc(S(=O)(=O)N2CCN(C(=O)CN3CCOCC3)C2c2ccccc2)cc1 (stereo not given)
    0, 9, 2, -3[fluorescence artefact?], 11, -11, -12, 0.0, 6
> O=C(N/N=C/C1CC=CCC1)c1cc(-c2cccnc2)nc2ccccc12 (stereo not given)
    19, -32, -5, -4, 7, -7, 0, 3.0, -3

Results in EP2 antag, for some of the entries so far:
structure	EP2 antag
O=C(O)CCC(=O)N1CCN(c2ncccc2C(F)(F)F)CC1	14
COc1ccccc1NC(=O)COc1cc(C)nc(C(C)C)n1	8

Not all compounds are listed; the hit share may differ from the screen's.
